PAFAH2 inh: PAFAH2 enzyme inhibitors, primary screen, biochemical, fluorescence polarization, human | Platelet-activating factor acetylhydrolase 2, cytoplasmic (Homo sapiens), Q99487 | recombinant PAFAH2, FP-rhodamine activity probe | inhibition, % at 3.39 µM | actives 0.99% (n = 340,000) | AID 492956, 2010;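 active = inhibition above the mean over all tested compounds plus 3 SD, cut at about 30% in these data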;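 note: inhibitors block probe labeling of enzyme so polarization drops; 0% = enzyme with DMSO and 100% = wells lacking PAFAH2 protein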
PAFAH1B3 inh: PAFAH1B3 enzyme inhibitors, primary screen, biochemical, fluorescence polarization, human; recombinant PAFAH1B3, FP-rhodamine probe; inhibition, % at 3.39 µM; actives 0.28% (n = 340,000);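 active = inhibition above the screen-wide average of all tested compounds plus 3 SD, cut at about 25% in these data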;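 note: 0% = enzyme with DMSO only and 100% = wells lacking PAFAH1B3 protein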
Target sequence (Q15102 whole entry, looked up): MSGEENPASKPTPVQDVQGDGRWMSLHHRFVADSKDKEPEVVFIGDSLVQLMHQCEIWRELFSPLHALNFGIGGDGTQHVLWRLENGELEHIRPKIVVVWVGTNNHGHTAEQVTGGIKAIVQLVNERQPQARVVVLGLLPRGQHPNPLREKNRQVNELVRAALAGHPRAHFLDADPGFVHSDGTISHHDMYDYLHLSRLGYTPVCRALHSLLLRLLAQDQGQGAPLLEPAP
* = called active by the depositor. A portion of the library; count on the stated rates, not on these rows.

Compound,PAFAH2 inh,PAFAH1B3 inh
Cc1ccc(C)c(S(=O)(=O)NCC(=O)Nc2ccc3c(c2)OCO3)c1,1,0
CN(c1ccccc1)c1nc(N)c([N+](=O)[O-])c(NC2CCCCC2)n1,-1,4
Cc1ccc(C)c(S(=O)(=O)Nc2ccc(S(=O)(=O)Nc3onc(C)c3C)cc2)c1,-5,8
Nc1nc(-c2ccccc2)c(CCCOc2ccc([N+](=O)[O-])cc2)c(=O)[nH]1,-7,-11
COCn1c(C(O)c2ccccc2)cc2ccccc21 (configuration not stated),2,3
O=C(Nc1ccc2oc(=O)c(C(=O)O)cc2c1)Oc1ccccc1,-1,4
CCC(C)(C)NC(=O)CSc1nc(Cc2ccccc2)nc2ccccc12,5,13
CC1CCCN(CC(O)CN2CCN(CC(O)CN3CCCC(C)C3)C(C)C2)C1 (configuration not stated),-1,3
Cc1cccc(-n2nc3c(c2NC(=O)c2ccc(S(=O)(=O)N4CCOCC4)cc2)CSC3)c1C,-2,-6
O=C1c2ccccc2S(=O)(=O)N1CCCN1C(=O)c2ccccc2S1(=O)=O,-2,30*
CCCn1c(SCC(=O)Nc2ccc3c(c2)OCCO3)n[nH]c1=O,-2,10
COc1cc(OC)cc(N2C(=O)CC(N3CCC(C(=O)N4CCCCC4)CC3)C2=O)c1 (configuration not stated),-2,1
CCC1(CC(C)C)SC(N)=NC1=O (configuration not stated),-1,5
Cc1oc2c(c(C)cc3oc(=O)c(CC(=O)N[C@@H](CC(C)C)C(=O)O)c(C)c32)c1C,1,5
CCc1nnc(NC(=O)C2CCN(C(=O)c3ccccc3C)CC2)s1,-2,0
O=C1C=CC(=O)N1Cc1ccncc1,4,8
Cc1ccc(NC(=O)CN(C)C(=O)c2cc(-c3ccccc3)nn2-c2ccccc2)cc1,0,4
O=C(Nc1ccccn1)c1ccccc1,-9,8
O=C1[C@H](Cc2ccccc2)NCC=CC[C@H](c2ccc(Cl)cc2)N1Cc1ccccc1,-5,2
CC(C)C[C@H]1CNC(=S)N1CC1CCCN1C[C@H](CC(C)C)N1C[C@H](Cc2ccc(O)cc2)N(CC2CCCCCC2)C1=S (some centres not stated),-6,1
CCN(CC)CCNC(=O)Cn1c(=O)c2cccn2c2ccc(F)cc21,-2,6
CN(C(=O)c1ccc(NC(=O)Cc2ccc(NC(=O)C3CCCN(C(=O)C4CCCCC4)C3)cc2)cc1)C1CCCC1 (configuration not stated),5,4
CC(=O)Nc1ccc(S(=O)(=O)NCCC(=O)OCC(=O)c2cccc(Br)c2)cc1,2,5
CC1C(=O)C(C)C(c2cc(Br)ccc2O)NC1c1cc(Br)ccc1O (configuration not stated),6,11
Cc1cc(C)c2c(=O)[nH][nH]c2n1,0,4
Cc1ccccc1NC(=O)Cc1nc(COC(=O)c2ccc([N+](=O)[O-])cc2)cs1,1,-3
O=C(C1CCC1)N1CCN(c2ccc(Cl)cc2)CC1,5,2
O=C(NN1CCCCCC1)c1ccccc1F,-6,7
CC(=O)Nc1ccc(S(=O)(=O)NCCC(=O)NC2CCCCCC2)cc1,1,3
COc1ccc(NC2=Nc3ccccc3N[C@@]23C[C@H]2CCCC(=O)N4CC[C@@H](C3)[C@@H]24)cc1,1,2
O=[N+]([O-])c1ccc(O)c(CNCc2ccccc2)c1,4,10
O=C(O)c1cccc(N/N=C/C2=C(Cl)c3cc(Cl)ccc3SC2)c1,36*,17
COc1ccccc1Cn1c(=S)[nH]c2cc(C(=O)NC(C)C)ccc2c1=O,-3,-4
Cn1c(=O)c2c(nc(Oc3ccccc3Cl)n2C)n(C)c1=O,1,10
NC(=O)C1(Nc2ccc(-c3ccc(Cl)cc3)cc2)CCCC1,0,9
CCCc1nc(SCC(=O)c2ccc3c(c2)NC(=O)CO3)[nH]c(=O)c1CC,-8,10
Cn1c(=O)[nH]c(=O)c2c1nc(NCc1ccccc1)n2Cc1ccc(F)cc1,4,9
CC(C)Cc1ccc(C(=O)Nc2ccc(Cc3ccncc3)cc2)o1,0,3
O=[N+]([O-])c1ccccc1S(=O)(=O)N1CCN(C2CCCC2)CC1,4,-6
O=[N+]([O-])c1ccc(Cl)c(S(=O)(=O)NC2=NCCC2)c1,1,-1
CC(=O)Nc1cc(C)ns1,10,14
O=C(O)CCN1C(=O)C2C3C=CC(C2C1=O)C1C(=O)N(CCC(=O)O)C(=O)C31 (configuration not stated),4,4
CC(=O)Nc1nnc(CCS(=O)(=O)c2ccc(Cl)cc2)s1,-4,-2
O=S(=O)(c1cc(C(F)(F)F)ccc1Cl)N1CCN(c2ncnc3ccccc23)CC1,0,6
O=C(C1CC1)N1CCc2cc(Br)c(S(=O)(=O)N3CCCCCC3)cc21,8,6
O=C1NC(c2cccc3ccccc23)Nc2ccccc21 (configuration not stated),6,8
F[B-](F)(F)c1cc2ccccc2s1,-4,7
CC(O)(c1cccs1)C(C(=O)O)c1ccccc1 (configuration not stated),-1,1
COc1ccc(N2CCN(C(=O)c3ccc(COc4ccc([N+](=O)[O-])cc4)o3)CC2)cc1,-3,6
C/C(CCC(C)C)=N\NC(=O)COc1ccccc1-c1ccccc1,1,9
O=C(COC(=O)c1ccc[nH]c1=O)Nc1cc(S(=O)(=O)N2CCCCCC2)ccc1Cl,-5,1
COc1ccc(C)cc1N1CC(C(=O)OCc2nc(N)nc(Nc3ccccc3C)n2)CC1=O (configuration not stated),3,4
CCOC(=O)c1c(CC(C)C)csc1NC(=O)COC(=O)c1ccc(O)cc1,0,3
CCOC(=O)c1c(C)c(C(=O)NC2CCCCCC2)c(C)n1C,7,5
C=CCn1c(=O)c2c(nc3n2CCCN3CCc2ccc(OC)c(OC)c2)n(C)c1=O,5,6
COc1ccc(CCN2CC(C(=O)N(C)CC(=O)Nc3ccc(Cl)c(C(F)(F)F)c3)CC2=O)cc1OC (configuration not stated),-2,-2
O=C1ON=C(c2ccccc2)/C1=C/c1cccnc1,-2,8
C=CCCC(=O)N1C[C@H]2CON(C)[C@H]2C[C@H]1c1cccc(Nc2ccccc2)c1,10,10
Cc1cc(C)n2nc(SC(C)C(=O)N3CCCC3)nc2n1 (configuration not stated),2,3
CCCN1C/C(=C/c2cccc([N+](=O)[O-])c2)C(=O)/C(=C/c2cccc([N+](=O)[O-])c2)C1,-1,5

New compounds follow
Compound,PAFAH2 inh,PAFAH1B3 inh
Cc1c(NC(=O)c2nn(CC(C)C)c(=O)c3ccccc23)c(=O)n(-c2ccccc2)n1C,6,-1
O=C(Nc1ccc(Cl)c(Cl)c1)Nn1cnnc1,-3,0
COc1cc2c(cc1OC)CN(C(=O)c1ccc(OC)c(S(=O)(=O)N3CCCC3)c1)CC2,-5,5
COc1ccc(O)c(CN2CCCC(C(=O)Nc3cccc(-n4cccn4)c3)C2)c1 (configuration not stated),0,4
COC(=O)Cn1c2ccc(C)cc2c2nc3ccccc3nc21,2,-6
CN(C(=O)c1cccc(NC(=O)Cc2ccc(NC(=O)C3CCCN(C(=O)C4CCCC4)C3)cc2)c1)C1CCCCC1 (configuration not stated),-4,6
CC1(C)Oc2c(ccc(O)c2CN2CCOCC2)C2=C1CCCC2,2,3
CCCCc1cc2c(c(NC(=O)CC)n1)c(=O)oc1ccccc12,10,16
COc1ccc(/C=C2\SC(=S)N(CC(=O)OCC(=O)Nc3ccc([N+](=O)[O-])cc3OC)C2=O)cc1,4,5
COCC(=O)OC1CCn2c1nc1c2C(=O)C(C)=C(NC(C)=O)C1=O (configuration not stated),26,69*
CC1(C)C(=O)C=CC(=O)C(C)(C)C(=O)C=CC(=O)C(C)(C)C2=CC=C(O2)C(C)(C)C(=O)C=CC1=O,4,8
COc1ccc(CNC(=O)C(C)OC(=O)Cn2cnc3c2c(=O)n(C)c(=O)n3C)cc1 (configuration not stated),-1,1
CN1C[C@@H]2[C@@H]3C(=O)N(C)C(=O)[C@@H]3[C@](C)(C1=O)N2C(=O)c1ccc(C(F)(F)F)cc1,2,1
Cc1ccc(S(=O)(=O)N2CCN(C(=O)CCNC(=O)c3ccccc3Cl)CC2)cc1,3,6
COc1c2c(c(OC)c3c1c(=O)c1ccccc1n3C)OCO2,-2,6
CCC(=O)N1CCN(c2ccc(NC(=O)c3ccco3)cc2Cl)CC1,-3,3
Cc1ccc2c(CSc3nc4ccccc4c(=O)n3CCCO)cc(=O)oc2c1,4,1
COc1ccccc1C(O)(c1ccccc1)c1ccccc1OC,1,3
CN1CCOC1c1ccc(C2OCCN2C)cc1 (configuration not stated),2,-6
CCOc1ccc(CN2CCSCC2)cc1,-6,8
O=C(O)CN(CC(=O)O)CC(=O)O,11,18
COc1ccccc1C(=O)OCC(=O)Nc1cccc(S(=O)(=O)N2CCCC2)c1,27,4
Cc1cc(NC(=O)CSCC(=O)Nc2cc(C(F)(F)F)ccc2N2CCCCC2)no1,0,7
CC1(C)C(=O)Nc2ccccc2N1C(=O)COC(=O)c1ccc(NC(N)=O)cc1,6,3
COc1cccc(NC(=O)c2cnc(SC)nc2C)c1,-9,12
CCC(C)(C)C1CCC2(CC1)NC(=O)N(CC(=O)N(C)CCOc1ccc(Cl)cc1)C2=O (configuration not stated),-1,1
N/C(=N\OC(=O)COc1ccc(Cl)cc1Br)c1ccncc1,12,7
Cc1ccccc1Nc1nnc(SCC(=O)c2c(N)n(C3CC3)c(=O)[nH]c2=O)s1,4,9
COc1cc(/C=C/C(=O)Nc2ccc(S(=O)(=O)Nc3ncccn3)cc2)ccc1OCC#N,-13,1
CCCCCCCCNCCS(=O)(=O)NCCCCCCCC,0,12
CCOC(=O)c1sc2nc(C)[nH]c(=S)c2c1C,-8,1
CCOc1ccc(NC(=S)NC(=O)c2cnn(CC)c2)c([N+](=O)[O-])c1,8,17
CC(=O)OCC1CC(COC(C)=O)C(COC(C)=O)CC1COC(C)=O (configuration not stated),-3,6
CCSC1OC(C(COC(C)=O)OC(C)=O)C(OC(C)=O)C1NC(C)=S (configuration not stated),-2,-1
CCn1cc(CNC(=O)C2CCC(=O)N(CCc3cccc(F)c3)C2)cn1 (configuration not stated),2,6
CCC1(c2ccc(F)cc2)NC(=O)N(CC(=O)N2CCN(C(=O)c3cccs3)CC2)C1=O (configuration not stated),-1,1
O=C(Nc1ccc2c(c1)OCO2)c1cc2nc(C3CC3)cc(C(F)(F)F)n2n1,14,8
Clc1cccc(CNc2nc(-c3cccnc3)nc3ccccc23)c1,-1,-6
O=C(c1cccs1)c1ccccc1Cc1cccs1,-5,5
COc1ccc(C(c2c(NC(=O)c3ccco3)sc(C)c2C)N2CCOCC2)cc1 (configuration not stated),3,2
CC(C)C(Cl)=NOC(=O)Nc1ccc(S(N)(=O)=O)cc1,47*,6
OCC(O)C(O)CC1SCCS1 (configuration not stated),3,15
CC(C)(C)OC(=O)N1CCC(C(=O)Nc2cccc(C(=O)NC3CC3)c2)CC1,0,3
NC(=O)C1=C(N)c2ccccc2C1c1ccccc1 (configuration not stated),0,13
COc1ccc2[nH]c(C(=O)N/N=C/c3ccc(O)cc3O)cc2c1,16,48*
O=C(CCOc1ccccc1)Nc1ccc(Cl)c(S(=O)(=O)N2CCOCC2)c1,-1,5
O=C(N1CCOCC1)N1CCN(c2nc(-c3ccccc3)cs2)CC1,3,8
O=[N+]([O-])c1ccc(COc2ccccc2CN2CCCC2)cc1,-13,9
CC(=O)Nc1ccc(Nc2nnc(-c3ccc(C)c(S(=O)(=O)NCCO)c3)c3ccccc23)cc1,4,6

Printed as active in PAFAH1B3 inh, of those listed so far:
Compound,PAFAH2 inh,PAFAH1B3 inh
O=C1c2ccccc2S(=O)(=O)N1CCCN1C(=O)c2ccccc2S1(=O)=O,-2,30*
COCC(=O)OC1CCn2c1nc1c2C(=O)C(C)=C(NC(C)=O)C1=O (configuration not stated),26,69*
COc1ccc2[nH]c(C(=O)N/N=C/c3ccc(O)cc3O)cc2c1,16,48*

Compound profiles (already shown). Order of screens: PAFAH2 inh	PAFAH1B3 inh
Entry for `CC(=O)OCC1CC(COC(C)=O)C(COC(C)=O)CC1COC(C)=O` (configuration not stated) = -3	6
Entry for `O=C(Nc1ccc2c(c1)OCO2)c1cc2nc(C3CC3)cc(C(F)(F)F)n2n1` = 14	8
Entry for `O=C(N1CCOCC1)N1CCN(c2nc(-c3ccccc3)cs2)CC1` = 3	8
Entry for `CCOc1ccc(NC(=S)NC(=O)c2cnn(CC)c2)c([N+](=O)[O-])c1` = 8	17
Entry for `O=C(CCOc1ccccc1)Nc1ccc(Cl)c(S(=O)(=O)N2CCOCC2)c1` = -1	5
